Compound activity (PubChem BioAssay)
Ins promoter up: MIN6 insulin promoter up-regulation. z-score at 5 µM. MIN6 insulin promoter-GFP reporter, high-content imaging; stronger effect = higher value. hit rate 0.3% among 190,000. AID 1625;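 active means z-score above 3 at 5 µM with at least 500 cells counted in the well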
CSM14.1 death rescue: rescue of cells from ER stress-induced death, primary screen, 384-well, CSM14.1, thapsigargin, ATP luminescence (AID 1222). one-dose cellular ATP content (survival), % at 20 µM; EC50 in µM for titrated hits. 190,000 tested, under 10 active. CSM14.1 thapsigargin-induced death rescue, ATP luminescence; higher % means a stronger effect;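 active means EC50 below 50 µM in the dose-response confirmation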;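 further: death triggered by thapsigargin at about 15 µM added after 2 h compound pretreatment; cell ATP read after overnight thapsigargin exposure of roughly 18 to 22 hours; normalized against plate controls of thapsigargin alone and 5% DMSO vehicle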
Yfh1-off respiration: mitochondrial function rescue without frataxin homolog – Friedreich's ataxia, plus single-dose screen, dose response (AID 1465) | fold induction at 50 µM; hits with a dose series show EC50 in µM | hit rate 0.074% among 220,000 | S. cerevisiae Yfh1-off respiration, WST-1 reduction, 72 h; higher fold induction means a stronger effect;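 active means fold induction of absorbance versus untreated yeast above a set limit, then at least 30% activation at any dose in follow-up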;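 further: activators that raise dye reduction in frataxin-depleted yeast; strong numbers were not always called active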
Dynein transport: dynein cargo transport inhibition | z-score, hits read low | 3617.4 mouse cells, GR-EGFP nuclear translocation imaging; test concentration mostly 20 µM; stimulated with dexamethasone, 1 µM; stronger effect = lower value | hit rate 0.47% among 220,000 | AID 1381;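 active means plate z-score of nuclear minus cytoplasmic receptor signal below a set negative limit, without overly bright fluorescence or cell loss, cut at about -3.5 in these data, passing the limit was not always enough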;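 further: z-score of nuclear minus cytoplasmic ring GR-EGFP intensity difference per well; some compounds called inactive have numbers as strong as hits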
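Buffer or medium – tet-free medium with charcoal-stripped serum · Signal – automated 10x imaging of fixed Hoechst-stained cells · Also added – dexamethasone agonist, 1.0 µM final, for 30 min · Incubation – induction 48 h, compound 1 h, agonist 30 min · Read-out – GR-EGFP nuclear translocation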
Autophagy HCS: alters autophagy in cells; MEF GFP-LC3 puncta imaging; test concentration mostly 10 µM; calls only at 10 µM (by protocol); hit rate 0.98% among 190,000;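 active means percentage of spot-positive cells more than 3 SD above its plate mean, without a fluorescence outlier flag or 80% toxicity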;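 further: spot-positive cell cutoff set from DMSO-treated cells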
P. falciparum M1AAP: P. falciparum M1AAP inhibitors, biochemical, fluorogenic H-Leu-NHMec substrate, 1536-well (AID 1445) | recombinant M1AAP, H-Leu-NHMec fluorogenic kinetic assay; higher % means a stronger effect | one-dose inhibition, % at 30 µM; IC50 in µM for titrated hits | hit rate 0.42% among 220,000;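 active means primary inhibition above the hit cutoff, then over 50% inhibition at one or more dose response concentrations, cut at about 23% in these data, passing the limit was not always enough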;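 further: plate controls were DMSO full reaction for no effect and no enzyme background for full effect; strong numbers were not always called active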
Hep lipid drop: modulators of hepatic lipid droplet formation; AML12 mouse hepatocytes, oleate lipid droplets, BODIPY imaging; AID 1656; inhibition, % at 6.5 µM; hit rate 0.4% among 240,000;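 active means lipid droplet intensity inhibited by at least 50%, with more than 500 cells counted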
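Technique: fluorescence imaging, 20x objective, two fields per well / Assay system: AML12 hepatocytes (mouse) / Measure: % inhibition of lipid droplet signal / Doses: 6.5 µM single-point dosing / Incubation: overnight exposure / Reagent: 100 µM oleic acid challenge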
MT stabilize HCS: stabilizes microtubules in HeLa cells. HeLa tubulin immunostaining HCS, 24 h; share of cells brighter than vehicle mean+2SD. hit rate 0.83% among 200,000. % tubulin-high responders, % at 10 µM;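 active means plate Z-score above 3 for both tubulin-high and condensed-nucleus cell shares, with cell loss under 80%, at 10 µM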;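 further: anti alpha tubulin signal scored within the nucleus-defined area of each cell; some results filed as inactive read as strong as hits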
M17LAP inhibition: P. falciparum M17LAP inhibitors, primary screen, biochemical, fluorogenic H-Leu-NHMec substrate, 1536-well (AID 1619). recombinant M17LAP, H-Leu-NHMec fluorogenic kinetic assay; higher % means a stronger effect. inhibition, % at 30 µM, or IC50 in µM where a hit was titrated. hit rate 0.38% among 220,000;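 active means compound inhibiting the enzyme by more than half at any dose during confirmatory dose-response retesting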;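 further: plate controls were full reaction with DMSO carrier for no effect and no enzyme background for full effect; strong numbers were not always called active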
Dynein transport cytoplasmic EGFP: recorded beside Dynein transport, whose call it bears; z-score; measured here: cytoplasmic GR-EGFP intensity; stronger effect = higher value
Dynein transport nuclear GR-EGFP: second read-out of Dynein transport, no call of its own (marks repeat the call); z-score; measured here: nuclear GR-EGFP intensity;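 lower value marks the stronger effect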
Dynein transport cell count: also measured in Dynein transport; calls as there; z-score; measured here: cell count per field
Ins promoter up cell count: also measured in Ins promoter up; calls as there; cell count; measured here: cytotoxicity, nuclei count;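 total cells summed across four imaged fields per well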
Hep lipid drop cells 6.5 µM: second read-out of Hep lipid drop, no call of its own (marks repeat the call); cell count; measured here: cell count, cytotoxicity flag;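 cells counted across two imaged fields per well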
MT stabilize HCS Hoechst-high %: recorded beside MT stabilize HCS, whose call it bears; % Hoechst-high responders; measured here: nuclear condensation Hoechst responders;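 share of cells brighter than vehicle mean plus two SD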
MT stabilize HCS cytotoxicity %: recorded beside MT stabilize HCS, whose call it bears; toxicity, %; measured here: cytotoxicity by cell density;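 0% = mean cell density of plate MIN control wells and 100% = no cells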
Autophagy HCS cell loss 18 h: further read-out of Autophagy HCS, marked with its call; toxicity, %; measured here: cell loss, nuclei count;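 cell loss after 18 h compound exposure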
The depositor's hits bear a star; i = inactive; nt = not tested or not shown; + = active, no number.

Preview, 2 compounds:
mol	Yfh1-off respiration	P. falciparum M1AAP	Hep lipid drop	Autophagy HCS cell loss 18 h	Dynein transport cell count	Ins promoter up cell count	Dynein transport nuclear GR-EGFP	Dynein transport	M17LAP inhibition	CSM14.1 death rescue	MT stabilize HCS	Dynein transport cytoplasmic EGFP	Autophagy HCS	Ins promoter up	Hep lipid drop cells 6.5 µM	MT stabilize HCS cytotoxicity %	MT stabilize HCS Hoechst-high %
O=C(Nc1nc(-c2ccccc2)ns1)c1ccncc1	i	3%	-11	nt	-0.64	1019	0.67	0.16	11%	nt	nt	-0.26	nt	-0.58	697	nt	nt
Cn1c(CO)cnc1SCc1ccccc1	i	0%	nt	-26	0.18	nt	-0.035	-0.88	-8%	4.2%	2.3	-0.17	i	nt	nt	6.9	2.1

Results, from the start:
mol	Yfh1-off respiration	P. falciparum M1AAP	Hep lipid drop	Autophagy HCS cell loss 18 h	Dynein transport cell count	Ins promoter up cell count	Dynein transport nuclear GR-EGFP	Dynein transport	M17LAP inhibition	CSM14.1 death rescue	MT stabilize HCS	Dynein transport cytoplasmic EGFP	Autophagy HCS	Ins promoter up	Hep lipid drop cells 6.5 µM	MT stabilize HCS cytotoxicity %	MT stabilize HCS Hoechst-high %
O=C(Nc1nc(-c2ccccc2)ns1)c1ccncc1	i	3%	-11	nt	-0.64	1019	0.67	0.16	11%	nt	nt	-0.26	nt	-0.58	697	nt	nt
Cn1c(CO)cnc1SCc1ccccc1	i	0%	nt	-26	0.18	nt	-0.035	-0.88	-8%	4.2%	2.3	-0.17	i	nt	nt	6.9	2.1
COC(=O)C1=C(C)N(c2ccc(C)c(C)c2)/C(=C/c2ccc(O)cc2)C1=O	i	9%	-7	15	0.56	1200	-0.74	-1.5	0%	-1.9%	6.2	0.19	i	-0.35	701	1.5	2.6
COC(=O)c1sccc1NC(=O)CSc1cc(Cl)ccc1Cl	i	-4%	nt	20	0.56	nt	0.65	0.79	-11%	4.4%	3.5	-0.24	i	nt	nt	3.2	2.0
Cc1cc(C(=O)O)c(C)n1-c1ccccc1	i	-2%	11	-5	-0.13	nt	0.26	-0.22	22%	-1.4%	2.3	-0.24	i	nt	774	8.4	2.0
Cc1nonc1NC(=O)CSc1nnc(-c2ccoc2C)n1C	i	2%	nt	-6	0.29	858	0.063	-0.24	-23%	-1.3%	3.4	-0.19	i	0.14	nt	11	2.1
Cc1nnc(NCCN2CCOCC2)[nH]c1=O	i	6%	-6	0	-3.3	1754	3.8	3.8	11%	-2.9%	4.0	0.096	i	-0.77	679	0.9	2.2
COc1ccc(C2CC(C)(c3ccc(OC)cc3)Nc3ccccc3N2)cc1 (centres undefined)	i	9%	-4	nt	-1.4	1083	0.18	0.65	14%	nt	nt	-0.21	nt	0.07	737	nt	nt
Cc1ccc(C(=O)COC(=O)c2ccc3c(c2)C(=O)N(c2cccc4ncccc24)C3=O)cc1C	i	-9%	nt	-23	-0.4	1277	1.2	1.3	22%	-2.2%	1.6	-0.17	i	-0.55	nt	12	1.9
N#Cc1c(Cl)nsc1NC(=O)c1ccccc1	i	-1%	-9	26*	0.29	769	0.11	0.19	6%	nt	3.2	-0.29	+	-2.5	661	11	1.0
CCNC(=O)c1c(O)c2ccccc2[nH]c1=O	i	8%	4	18	1.1	1117	0.52	-0.055	-5%	0.7%	4.4	-0.27	i	0.35	740	8.6	3.2
CCOC(=O)c1ccc2c(c1)nc(SCC(=O)c1cc3ccccc3o1)n2CC	i	7%	17	-3	-0.33	nt	0.069	-0.62	2%	-0.5%	0.9	0.61	i	nt	779	7.8	1.0
Cc1cc(C)c(C)c(S(=O)(=O)N2CCN(CC(=O)Nc3sccc3C#N)CC2)c1C	i	2%	-29	-15	-0.27	1193	0.34	0.75	-14%	-2.4%	2.2	-0.23	i	-0.2	673	4.8	2.7
Cc1ccc(N2CC(C(=O)NCc3ccc4c(c3)OCO4)CC2=O)cc1C (centres undefined)	i	-1%	0	2	0.57	1425	-0.49	-1.4	0%	2.5%	2.6	-0.16	i	0.68	549	8.2	1.7
CCOC(=O)c1cnn(CCOC(=O)C2CC2)c1NC(=O)C1CC1	i	9%	nt	7	-0.035	1422	0.16	0.2	6%	-1.0%	4.0	-0.31	i	-0.05	nt	5.7	1.9
Cc1[nH][nH]c(=O)c1C(c1ccc(-c2ccccc2C(=O)O)o1)c1c(C)[nH][nH]c1=O	i	3%	-8	2	0.73	1275	0.23	-0.75	8%	-1.0%	2.6	-0.33	i	-0.08	639	3.0	3.1
Nc1nnc(/C=C/c2ccccc2)s1	i	2%	14	-1	0.57	1428	0.15	-0.46	-1%	-0.3%	2.4	-0.28	i	0.56	709	5.6	1.7
Cc1n[nH]c(=O)nc1NC(C)c1ccccc1 (centres undefined)	i	-10%	4	6	-0.33	916	0.6	1.8	1%	-1.4%	1.7	-0.33	i	0.4	775	22	1.4
CCOC(=O)c1c(NC(=O)CC2Nc3cc(C)c(C)cc3NC2=O)sc(C)c1C (centres undefined)	i	-3%	-12	9	1.1	1678	0.36	-0.91	-1%	-2.0%	4.9	3.7	i	0.54	512	8.2	2.6
COc1ccc(CCN2C(=O)CC(N3CCN(C/C=C/c4ccccc4)CC3)C2=O)cc1OC (centres undefined)	i	4%	-10	nt	-0.35	950	0.48	-0.25	-1%	nt	nt	-0.28	nt	-0.09	700	nt	nt
COc1ccc(CC(=O)Nc2cc(=O)n(C)c(=O)n2C)cc1OC	i	7%	9	-14	0.42	1373	-0.23	-1	5%	5.8%	nt	-0.26	i	-0.83	685	nt	nt
CCOc1cc2[nH]c(=S)n(Cc3ccc(C(=O)NCCOC)cc3)c(=O)c2cc1OCC	i	8%	15	-3	0.57	nt	0.18	-0.12	-3%	0.1%	1.5	0.17	i	nt	808	3.9	1.8
CCCc1cc(Nc2c(C)n(C)n(-c3ccccc3)c2=O)n2c(nc3ccccc32)c1C#N	i	0%	-65	0	0.0063	1425	0.17	0.35	-3%	-0.2%	3.5	-0.21	i	-0.15	586	6.0	2.3
Cc1nc(C(=O)NCc2ccccc2)sc1C1(C)CC(c2ccccc2)=NO1 (centres undefined)	i	-1%	17	nt	0.57	671	-0.1	-0.091	-4%	nt	nt	-0.81	nt	0.79	640	nt	nt
N#CC[n+]1cc(-c2ccc(Cl)cc2)n2c1CCC2	i	-5%	nt	-3	0.35	1021	-0.097	-0.26	10%	-0.4%	1.7	-0.21	i	0.1	nt	8.4	2.0
Cc1nnc(SCC(=O)N2c3ccccc3C(C)(c3ccc(Cl)cc3)CC2(C)C)s1 (centres undefined)	i	5%	-17	5	-1.2	1396	0.86	1.1	2%	-0.3%	3.9	-0.22	i	-0.06	608	8.9	2.0
Cc1ccc(CONC(=O)c2ccccc2)cc1	i	-4%	16	nt	-0.83	1094	-0.093	0.44	-2%	nt	nt	-0.72	nt	0.38	712	nt	nt
O=C(N/N=C/c1ccccn1)c1cccs1	i	-1%	-2	-31	0.35	1278	-0.11	-0.16	15%	nt	2.6	-0.27	i	1.9	697	7.2	2.0
CCCCC(=O)Nc1ccc(NC(=S)NC(=O)c2ccco2)cc1OC	i	10%	-8	nt	0.44	1113	-0.4	-0.31	9%	nt	nt	-0.28	nt	0.17	768	nt	nt
COc1ccc(CCNC(=O)CCNS(=O)(=O)c2ccc3c(c2)CCN3C(C)=O)cc1OC	i	-2%	16	-5	0.34	1238	0.5	0.9	0%	2.4%	2.9	-0.25	i	-0.58	771	11	1.6
O=C(O)c1ccccc1-c1ccccc1C(=O)Nc1cccc(O)c1	i	5%	-6	10	0.81	1664	0.21	-0.53	5%	-0.6%	1.5	-0.3	i	0.44	681	7.0	1.6
COc1ccccc1CNC(=O)COC(=O)c1ccc(NC(N)=O)cc1	i	-4%	nt	17	0.15	1307	1	1.7	24%	-3.5%	3.2	-0.22	i	-1.3	nt	4.1	1.5
COC(CCN(C)C)(c1ccccc1)c1ccccc1	i	3%	nt	-6	1	1296	-0.45	-0.71	7%	0.3%	1.1	-0.21	i	-0.34	nt	9.3	2.0
CCn1cc(/C=N/O)c(C)n1	i	2%	9	3	0.28	1013	0.16	-0.43	2%	-2.9%	3.6	-0.19	i	0.39	789	3.6	1.9
CCCCn1c(SCc2nc(N)nc(N3CCCCC3)n2)nc2c1c(=O)n(C)c(=O)n2C	i	2%	15	-15	0.58	1303	-0.63	-0.66	-1%	5.3%	2.4	-0.2	i	-0.47	729	8.0	3.9
O=C(NC1CCCC1)C1CCN(S(=O)(=O)N2CCCCC2)CC1	nt	3%	nt	21	-0.73	1468	0.51	2.1	2%	-1.3%	5.6	-0.063	i	-0.03	nt	1.2	1.3
COc1ccccc1N(C)S(=O)(=O)c1ccc(C(=O)Nc2nc(C)cs2)cc1	i	6%	-9	0	-0.25	1551	-0.2	0.3	6%	4.3%	2.8	-0.39	i	0.43	612	5.4	2.9
CCOc1ccc(C2CC(=O)NC3=C2C(=O)CCC3)cc1Cl (centres undefined)	i	2%	-24	1	0.71	1208	-0.42	-0.58	8%	nt	3.4	-0.23	i	0.73	520	4.9	1.9
CC(C)NC(=O)CSCc1c(Cl)cccc1Cl	i	1%	9	-1	0.15	709	-0.13	-0.24	-20%	-2.3%	3.6	-0.25	i	-1.1	769	5.3	2.4
